PPC-1+TRAIL kill: PPC-1 cancer cell killing with TRAIL present; PPC-1 cells + TRAIL, ATPLite viability luminescence; 220,000 compounds, 0.41% hits; cell killing (% activity), % at 4 µM;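 active = cell killing above 50% in the first pass at 4 µM, then a duplicate retest at 5 µM averaging 50% or more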;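 also: plate controls were cells with TRAIL plus DMSO for no effect and medium-only wells lacking cells for full effect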
TRPN1 ag: zebrafish TRPN1 (NompC) channel agonism | HEK293 zebrafish TRPN1-YFP, Fluo-8 calcium fluorescence; 100% = response to 87 µM carbachol | activation, % at 3 µM | 220,000 compounds, 0.18% hits;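 active = activation above its plate's cutoff, the mean activation of test wells on that plate plus 3 SD, cut at about 19% in these data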;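 also: 0% = DMSO alone and 100% = 87 µM carbachol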
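Control set: carbachol 87 µM as high control, DMSO as low control; system: HEK293 stable line with zebrafish TRPN1-YFP; read-out: % activation versus carbachol response; detection: intracellular calcium fluorescence with Fluo-8; doses: single test compound dose, 3 µM nominal, 0.3% DMSO; schedule: dye 1 h 37 °C plus 30 min RT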
EBV gp42 block: blocks Epstein-Barr virus glycoprotein 42 binding. Fluorescence polarization binding assay, mP read-out. 220,000 compounds, 0.42% hits. inhibition, % (tested at 21.74 µM). Q1HVG2. AID 1085; in the data active = inhibition above about 50%
Target sequence (Q1HVG2 whole entry, looked up): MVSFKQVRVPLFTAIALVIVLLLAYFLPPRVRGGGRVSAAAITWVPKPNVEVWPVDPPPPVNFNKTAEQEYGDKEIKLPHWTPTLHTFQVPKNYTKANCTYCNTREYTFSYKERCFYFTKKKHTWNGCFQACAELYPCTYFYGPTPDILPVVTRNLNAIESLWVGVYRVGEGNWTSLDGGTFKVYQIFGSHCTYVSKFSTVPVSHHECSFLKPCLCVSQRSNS
TRPML3 agonist: activates the human TRPML3 channel. Q8TDD5. activation, % at 3 µM. 220,000 compounds, 0.29% hits. HEK293 TRPML3-YFP, Fluo-8 calcium fluorescence; 100% = the carbachol control signal. AID 1448;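 active = activation above its plate's cutoff, the mean activation of the plate's test wells plus 3 SD, cut at about 12% in these data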;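 also: 0% = DMSO only wells and 100% = carbachol wells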
Target sequence (Q8TDD5 whole entry, looked up): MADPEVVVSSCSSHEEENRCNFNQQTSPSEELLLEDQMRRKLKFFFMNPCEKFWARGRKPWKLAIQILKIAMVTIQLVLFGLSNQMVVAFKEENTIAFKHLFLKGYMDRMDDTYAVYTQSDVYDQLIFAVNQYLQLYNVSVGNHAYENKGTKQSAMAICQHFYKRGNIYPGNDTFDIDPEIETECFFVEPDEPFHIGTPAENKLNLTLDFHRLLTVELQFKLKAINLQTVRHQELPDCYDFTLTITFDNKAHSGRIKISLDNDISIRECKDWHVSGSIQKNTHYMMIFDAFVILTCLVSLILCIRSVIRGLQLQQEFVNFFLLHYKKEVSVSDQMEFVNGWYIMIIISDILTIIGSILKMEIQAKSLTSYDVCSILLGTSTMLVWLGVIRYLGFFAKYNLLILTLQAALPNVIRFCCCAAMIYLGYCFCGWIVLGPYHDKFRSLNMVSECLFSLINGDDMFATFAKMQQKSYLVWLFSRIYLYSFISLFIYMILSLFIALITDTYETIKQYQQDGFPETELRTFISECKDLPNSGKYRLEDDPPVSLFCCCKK
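Test system: HEK293 cells stably carrying human TRPML3-YFP; Doses: single dose, 3 µM final nominal compound, 0.3% DMSO final; Schedule: dye loading 1 h 37 °C then 30 min ambient, 125 s read; Technique: Fluo-8 calcium fluorescence; Benchmarks: high control carbachol 87 µM, low control DMSO.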
Tb hexokinase: blocks Trypanosoma brucei hexokinase 1 activity; recombinant TbHK1, G6PDH-coupled NADH A340; inhibition, % at 10 µM; 220,000 compounds, 0.11% hits;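 active = inhibition of 50% or more in the single-dose primary screen; inactive = inhibition below 50%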
Thrombin inh: thrombin (human) inhibition; 220,000 compounds, 0.26% hits; inhibition, % at 5 µM; alpha-thrombin, Boc-VPR-AMC fluorogenic substrate cleavage;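 active = inhibition at or above 40%; inactive = inhibition below 40%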;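 also: 0% = enzyme with no compound and 100% = wells without enzyme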
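Assay system: human alpha-thrombin enzyme. Reagent: Boc-VPR-AMC substrate, 15 µM final. Compound dosing: one concentration per compound, 5 µM, with 0.2% DMSO. Incubation: room-temperature reaction. Technique: AMC fluorescence, 355/460 nm. Measure: % inhibition relative to enzyme controls and enzyme-free blanks.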
Furin inhibitor: blocks human furin protease activity; purified furin, fluorogenic substrate cleavage; 220,000 compounds, 0.061% hits; inhibition, % at 30 µM; in the data active = inhibition above about 25%; also: inactives centre near -15
Cl transport mod: KCC2 (human) Cl- transport modulation; Q9H2X9; KCC2 cells, thallium flux FluoZin-2 fluorescence; B-score of Tl+ flux slope (higher = more flux/activation; lower = inhibition) at 10 µM; 190,000 compounds, 2.2% hits;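 active = thallium flux slope and its plate-corrected score both differing from the plate sample mean at a set confidence after two filtering rounds, in either direction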;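 also: slope of fluorescence scaled to starting intensity during 10 to 20 s after thallium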
m-calpain inh: inhibitors of pig calpain II; purified calpain II, fluorogenic peptide substrate, 30 min; inhibition, % at 16 µM; 220,000 compounds, 0.37% hits;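 active = inhibition above about 50%, limit read from the data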
An asterisk follows results filed as active; · = not tested or not shown; [ ] = remark or other dose.

SMILES	PPC-1+TRAIL kill	TRPN1 ag	EBV gp42 block	TRPML3 agonist	Tb hexokinase	Thrombin inh	Furin inhibitor	Cl transport mod	m-calpain inh
O=C(CSc1ccc2c(c1)OCCO2)Nc1cccc(S(=O)(=O)N2CCCCC2)c1	3	2.6	-13	0.1	7	-11	-5	-0.77	9
Cc1cc(N)n2ncc(-c3ccccc3)c2n1	17	0.1	0	0.4	-14	-9	-14[20 µM]	-0.19	-63
Fc1ccc(Br)cc1C1C=C(c2ccc(Br)s2)Nc2ncnn21 (stereo not drawn)	5	1.7	-18	0.6	-8	2	-29	0.0015	-52
CCCOc1ccc(CNC(=S)N/N=C/c2ccc([N+](=O)[O-])cc2)cc1	11	-0.7	-4	0.7	-8	0	-26[20 µM]	1.7	12
COc1ccc(COC(=O)c2ccc(N3CCCC3=O)cc2)cc1F	22	0.7	-6	1.2	-3	-10	-23	·	14
CN(C)c1ccc(CNc2ccc3c(c2)ncn3C)cc1	4	-0.2	-12	-0.6	1	10	7[20 µM]	-0.57	-52
Brc1ccc2nc(-c3cccs3)c(NCC3CCCO3)n2c1 (stereo not drawn)	8	1.5	12	0.6	-5	-7	0	-0.0028	25
CCC(C(=O)NN1C(=O)c2ccccc2C1=O)c1ccccc1 (stereo not drawn)	7	-0.5	4	1.2	2	-6	-16	-1.1	-28
C(=N\Nc1nc2ccccc2s1)/c1ccccn1	69*[5 µM]	3.9	2	2.0	-35	5	-9	6.9*	-4
Cc1cc(C)nc(NC(=O)CSc2ncccn2)n1	8	0.6	-11	0.3	-1	-11	-32	1.3	-21
CCc1nnc(NC(=O)C2CC(=O)N(Cc3ccco3)C2)s1 (stereo not drawn)	10	1.4	-10	-0.3	0	-2	-19	·	-9
O=C(Nc1ccc(F)c([N+](=O)[O-])c1)C1CC(=O)N(Cc2ccccc2)C1 (stereo not drawn)	4	0.9	-6	1.0	-9	-8	-17	-0.14	-28

With a hit mark in Cl transport mod (from the list above):
| compound | EBV gp42 block | TRPML3 agonist | Tb hexokinase | Thrombin inh | Furin inhibitor | Cl transport mod | m-calpain inh |
| --- | --- | --- | --- | --- | --- | --- | --- |
| C(=N\Nc1nc2ccccc2s1)/c1ccccn1 | 2 | 2.0 | -35 | 5 | -9 | 6.9* | -4 |

The results go on:
SMILES	PPC-1+TRAIL kill	TRPN1 ag	EBV gp42 block	TRPML3 agonist	Tb hexokinase	Thrombin inh	Furin inhibitor	Cl transport mod	m-calpain inh
CCCCCC(=O)NC(NC(=S)NC1CCS(=O)(=O)C1)C(Cl)(Cl)Cl (stereo not drawn)	28	-1.1	-3	-0.3	4	-6	-23[20 µM]	-0.14	13
CCn1c(SCC(=O)OC)nnc1-c1c[nH]c2ccccc12	19	1.8	-11	0.4	-4	-2	-10	-1.4	22
CSc1nc(N(C)NC(=O)c2ccc(Cl)cc2)c2ccccc2n1	18	-1.0	-7	0.5	1	-3	-32[20 µM]	·	26
CCN(CC)S(=O)(=O)c1ccc(Cl)c(NC(=O)c2ccc(C#N)cc2)c1	9	-0.1	2	0.4	31	-12	-10	0.66	0
O=C(NNS(=O)(=O)c1ccccc1F)c1sccc1-n1cccc1	-3	1.4	-13	0.5	1	1	-19	-0.34	17
c1ccc(CSc2ccc(-c3ccco3)nn2)cc1	26	-2.0	-7	-0.5	-2	-2	-12	-0.58	-9
COC(=O)C1C(=O)c2c(n[nH]c2C)CC1(C)C (stereo not drawn)	13	0.7	-29	0.0	0	2	5[20 µM]	·	-1
O=C1[C@@H]2C(c3cccnc3)=NO[C@@H]2C(=O)N1c1ccc(Br)cc1	-14	1.2	-14	1.2	37	-4	-34	-0.28	-8
O=C(NNC(=O)c1cnccc1C(F)(F)F)c1ccccc1	9	0.7	0	0.7	-12	-2	-25	0.69	6
CSc1cccc(NC(=O)c2ccccn2)c1	19	-2.1	2	0.2	1	1	-25	-0.024	0
CCOC(=O)Cn1nnc2c(sc3nc4c(c(-c5ccc(Cl)cc5)c32)CCC4)c1=O	18	0.5	-6	0.6	-4	4	-4[20 µM]	-0.0068	-1
O=C(NC(=S)NCc1ccccc1)c1cccnc1	2	2.7	-9	0.3	-4	-3	-25	1.7	-3
Cc1nn(C)c(C)c1/C=C(/C(=O)C(C)C)n1cncn1	-5	-0.4	-5	-0.3	-34	7	-4	2.4	12
COc1ccccc1N1CCN(C(=O)CSc2nnc(NC(=O)C3CC3)s2)CC1	-3	1.9	0	0.5	-9	5	-18	·	-1
C/C(=N\Nc1ccc(C(=O)O)cc1)c1ccc(-n2ccnc2)cc1	9	-1.0	4	0.3	-14	-8	-5	-1.1	-24
NS(=O)(=O)c1ccc(CCNC(=O)C(=O)c2c[nH]c3ccccc23)cc1	17	0.3	-6	0.4	18	-14	-5	0.11	7
CC(C)Cn1c(SCC(=O)NCc2ccc(Cl)cc2)nnc1-c1cccc(S(=O)(=O)N2CCOCC2)c1	0[5 µM]	0.5	-15	0.9	-3	-4	-21[20 µM]	-0.66	5
CCOC(=O)C1=C(CN2CCSCC2)NC(=O)NC1c1cc(C)ccc1C (stereo not drawn)	-26	-1.0	-6	-0.9	5	-12	-7[20 µM]	-0.83	-57
N#Cc1nc(Cc2ccccc2)oc1NCCN1CCOCC1	-21	-0.8	-4	0.1	38	4	-12	·	8
Cc1ccc(-n2nc(C)c3c(C(=O)OCC(=O)N(C)C4CCS(=O)(=O)C4)cc(-c4ccccc4)nc32)cc1 (stereo not drawn)	10	0.2	3	-0.1	7	2	-16	-0.91	-169
O=c1cc(-c2ccccc2)c2ccccc2[nH]1	-18	-1.5	-12	-0.2	-10	-1	-10	-0.029	-6
COC(=O)c1c(NS(=O)(=O)c2ccc3ccccc3c2)sc2c1CCCC2	4	-0.8	-17	-0.2	-8	2	-9[20 µM]	27*	-201
COc1ccc(C(c2c(O)nc[nH]c2=O)c2c(O)nc[nH]c2=O)cc1	2	1.7	-8	1.1	-11	3	-24	-0.4	-21
CC(=O)NCC(O)c1ccc([N+](=O)[O-])cc1 (stereo not drawn)	0	2.2	-15	0.1	-9	-1	-8	-2.2	-9

For reference, two of the compounds above.
SMILES	PPC-1+TRAIL kill	TRPN1 ag	EBV gp42 block	TRPML3 agonist	Tb hexokinase	Thrombin inh	Furin inhibitor	Cl transport mod	m-calpain inh
COc1ccc(C(c2c(O)nc[nH]c2=O)c2c(O)nc[nH]c2=O)cc1	2	1.7	-8	1.1	-11	3	-24	-0.4	-21
CC(=O)NCC(O)c1ccc([N+](=O)[O-])cc1 (stereo not drawn)	0	2.2	-15	0.1	-9	-1	-8	-2.2	-9

(further entries)
SMILES	PPC-1+TRAIL kill	TRPN1 ag	EBV gp42 block	TRPML3 agonist	Tb hexokinase	Thrombin inh	Furin inhibitor	Cl transport mod	m-calpain inh
O=C(ON=C1CCN(c2ccc([N+](=O)[O-])cc2)CC1)c1ccccc1	-3	0.1	-5	-0.1	-1	-5	-18	-1.2	-6
CCN(CC)c1ccc(CN(C(=O)c2ccco2)C2CCS(=O)(=O)C2)cc1 (stereo not drawn)	-13	-0.7	-4	-0.5	3	-2	-15	0.085	-17
O=C(O)CCCNC(=O)CCCn1nnc2ccccc2c1=O	10	0.0	-6	1.2	-1	-14	-18	0.26	-16
CCCn1c(SCC(=O)c2cc(OC)ccc2OC)nnc1-c1ccco1	15	-1.8	-24	-0.9	10	-18	-3	-0.78	15
Cc1ccc(C(=O)NCCOC23CC4CC(CC(C4)C2)C3)cc1	21	-0.1	5	-1.3	3	-5	4[20 µM]	-0.013	0
CCc1ccccc1NC(=O)Cn1nc(C(F)(F)F)c2c1CCC2	3	-2.3	-17	-0.1	-1	2	-14[20 µM]	0.051	-3
CN(C)/C=C(\C#N)C(=O)Nc1ccccc1	7	1.6	-7	-0.4	-3	-12	-7	-0.49	-10
COc1ccc(C2=NNC(c3cc(Cl)cc4c3OCOC4)C2)c(O)c1 (stereo not drawn)	-1	-0.3	-53	0.5	-9	-7	-25	1.2	-51
Cc1cc(C)cc(-n2c(C)cc(C(=S)N3CCOCC3)c2C)c1	12	-0.9	-16	-0.1	2	-5	-4	-0.029	3
CN(C)C(CNC(C(=O)Nc1ccc([N+](=O)[O-])cc1Br)c1ccccc1)c1ccccc1 (stereo not drawn)	12	-0.7	-13	0.0	-6	-9	-13	0.6	53*
Cc1oc(/C=N/NC(=O)CN(c2ccccc2Cl)S(C)(=O)=O)cc1Br	20	-0.2	-18	0.8	27	-3	-2	-0.79	39
Cc1ccc2[nH]c(=O)c(CN(CCCN3CCOCC3)C(=O)NC3CCCCC3)cc2c1	-4	0.8	-11	0.2	-17	3	-31	0.18	-34

The final 7 records of the section above lead into the next:
SMILES	PPC-1+TRAIL kill	TRPN1 ag	EBV gp42 block	TRPML3 agonist	Tb hexokinase	Thrombin inh	Furin inhibitor	Cl transport mod	m-calpain inh
CCc1ccccc1NC(=O)Cn1nc(C(F)(F)F)c2c1CCC2	3	-2.3	-17	-0.1	-1	2	-14[20 µM]	0.051	-3
CN(C)/C=C(\C#N)C(=O)Nc1ccccc1	7	1.6	-7	-0.4	-3	-12	-7	-0.49	-10
COc1ccc(C2=NNC(c3cc(Cl)cc4c3OCOC4)C2)c(O)c1 (stereo not drawn)	-1	-0.3	-53	0.5	-9	-7	-25	1.2	-51
Cc1cc(C)cc(-n2c(C)cc(C(=S)N3CCOCC3)c2C)c1	12	-0.9	-16	-0.1	2	-5	-4	-0.029	3
CN(C)C(CNC(C(=O)Nc1ccc([N+](=O)[O-])cc1Br)c1ccccc1)c1ccccc1 (stereo not drawn)	12	-0.7	-13	0.0	-6	-9	-13	0.6	53*
Cc1oc(/C=N/NC(=O)CN(c2ccccc2Cl)S(C)(=O)=O)cc1Br	20	-0.2	-18	0.8	27	-3	-2	-0.79	39
Cc1ccc2[nH]c(=O)c(CN(CCCN3CCOCC3)C(=O)NC3CCCCC3)cc2c1	-4	0.8	-11	0.2	-17	3	-31	0.18	-34
CC1Cc2ccccc2N1CC(=O)Nc1ccc(S(=O)(=O)N(C)C)cc1 (stereo not drawn)	10	2.0	-12	0.0	-6	-1	-19	-3.9*	26
COC(=O)c1cn(C)c2ccc(S(=O)(=O)N3CCCCC3)cc2c1=O	·	2.0	-32	3.6	-13	-1	-29	0.19	-11
N#CC1=C(N)Oc2c(ccc3ccccc23)C1c1ccsc1 (stereo not drawn)	12	-1.2	13	0.1	-4	3	-5[20 µM]	-0.56	-53
Cc1nc2c(c(C)nn2-c2ccccc2)c(C)c1Cl	15	-0.2	-14	1.0	-2	-3	-14	1.6	-12
Cc1ccccc1C1CC(c2cccs2)=NN1S(C)(=O)=O (stereo not drawn)	21	1.0	-12	0.6	-4	-3	-23	0.055	-13
C=CCC(C(=O)OC)(C(=O)OC)c1ccc([N+](=O)[O-])cc1[N+](=O)[O-]	5	0.0	-1	0.4	-5	-4	-27	-0.37	-19
COc1cc(O)c(C(CC(=O)N2CCN(c3ccccc3)CC2)c2ccc(N(C)C)cc2)c(OC)c1 (stereo not drawn)	12	·	-3	·	-4	-10	-5	-0.37	-31
S=c1[nH]nc(-c2ccccc2Cl)n1CC1CCCO1 (stereo not drawn)	12	-0.4	-24	0.4	-2	2	-15[20 µM]	1.3	-19
O=C(c1ccccc1)c1cc([N+](=O)[O-])ccc1N1CCCC1	18	-3.1	1	-0.7	-1	-9	-6	-0.51	22
